High-throughput results deposited in PubChem BioAssay by several laboratories.
ABHD5-PLIN5 inh = ABHD5-PLIN5 protein interaction inhibition | Q00G26+Q8WTS1 | Split G. princeps luciferase complementation, luminescence, 4 h | inhibition, % at 4 µM | 360,000 compounds, 0.78% hits | AID 602281;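 active means inhibition above the mean inhibition across every tested compound plus 3 SD, cut at about 22% in these data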;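 further: 0% = DMSO only wells and the 100% control is not disclosed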
m5-HT2A agonist = activates the mouse 5-HT2A serotonin receptor | AID 624169 | activation, % at 7.6 µM | CHO-K1 mHTR2A beta-arrestin complementation, luminescence; percent of 30 µM serotonin response | 360,000 compounds, 0.66% hits;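 active means activation above a run cutoff, the mean activation of all tested compounds plus 3 SD, cut at about 14% in these data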;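 further: 0% = plate median of compound wells and 100% = 30 µM serotonin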
CaV13 FRET inh = Primary screen for inhibitors of IQ motif and Ca2+-dependent inactivation inhibitor domain binding in CACNA1D, Förster resonance energy transfer in living cells, …; HEK cells, CFP/YFP FRET ICDI-IQ, plate reader, 10 min; percent FRET-ratio fall versus neutral wells; inhibition, % at 12.3 µM; 340,000 compounds, 0.098% hits;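 active means mean replicate inhibition of at least 30% and at least 1% of replicates passing that level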;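 further: 0% = median of the neutral control wells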
MC4R barr agon = human MC4R agonism via beta-arrestin; activation, % at 8.9 µM; P32245; U2OS MC4R beta-arrestin complementation, luminescence; percent of melanotan II response, DMSO zero; AID 540308; 360,000 compounds, 0.98% hits;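 active means activation above a per-plate cutoff, the mean activation of sample wells on that plate plus 3 SD, cut at about 8% in these data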
Target sequence (P32245 whole entry, looked up): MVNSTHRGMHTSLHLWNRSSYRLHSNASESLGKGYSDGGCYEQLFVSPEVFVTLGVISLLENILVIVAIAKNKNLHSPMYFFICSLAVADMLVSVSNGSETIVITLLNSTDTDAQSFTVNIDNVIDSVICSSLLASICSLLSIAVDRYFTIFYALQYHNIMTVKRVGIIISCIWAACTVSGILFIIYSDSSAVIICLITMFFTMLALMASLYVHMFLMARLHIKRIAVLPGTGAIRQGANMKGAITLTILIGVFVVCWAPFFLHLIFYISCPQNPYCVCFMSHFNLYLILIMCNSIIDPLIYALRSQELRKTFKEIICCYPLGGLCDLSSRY
MC4R antag cAMP = human MC4R antagonism in cAMP assay | P32245 | MC4R-expressing cells, MTII-stimulated cAMP, LANCE TR-FRET | inhibition, % at 6.5 µM | 360,000 compounds, 0.48% hits | AID 540295;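 active means inhibition above its plate's cutoff, the mean of tested wells on that plate plus 3 SD, cut at about 29% in these data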;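 further: 0% = Melanotan II alone and 100% = Melanotan II plus saturating MCL0020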
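Material: human MC4R-expressing U2OS cells. Probe or stimulus: Melanotan II challenge. Dosing: 6.5 µM single dose. Times: 30-min compound, 1-h challenge, 1-h detection, room temperature. Technique: TR-FRET with Eu-cAMP and labeled anti-cAMP, 671 nm. Replication: singlicate.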
N-glyco inh = N-linked glycosylation inhibition | D54 ERlucT glycosylation luciferase reporter, 24 h; percent of 100 nM tunicamycin response | reporter increase, % at 12.5 µM | 360,000 compounds, 0.23% hits;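 active means mean luciferase reporter signal, scaled so untreated is 0 and the glycosylation-blocking control 100, at or above a set limit in every replicate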;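 further: luciferase carries N-glycosylation sites so blocking glycosylation raises the light; 0% = median of neutral control wells and 100% = median of 100 nM tunicamycin wells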
Granule exo inh = blocks lytic granule exocytosis; inhibition, % at 10 µM; TALL-104 LAMP-1 surface exposure, flow cytometry; cells stimulated with thapsigargin and PMA; 360,000 compounds, 0.66% hits;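 active means inhibition above about 55%, limit read from the data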
PDI turbidity = PDI (human) enzyme inhibition; inhibition, % at 10 µM; PDI insulin aggregation turbidity, A650, 90 min; 350,000 compounds, 0.052% hits;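 active means mean inhibition across replicates of 30% or more, whatever share of single replicates reach that level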;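 further: absorbance from insulin aggregation driven by PDI reduction with DTT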
Target sequence (P07237 whole entry, looked up): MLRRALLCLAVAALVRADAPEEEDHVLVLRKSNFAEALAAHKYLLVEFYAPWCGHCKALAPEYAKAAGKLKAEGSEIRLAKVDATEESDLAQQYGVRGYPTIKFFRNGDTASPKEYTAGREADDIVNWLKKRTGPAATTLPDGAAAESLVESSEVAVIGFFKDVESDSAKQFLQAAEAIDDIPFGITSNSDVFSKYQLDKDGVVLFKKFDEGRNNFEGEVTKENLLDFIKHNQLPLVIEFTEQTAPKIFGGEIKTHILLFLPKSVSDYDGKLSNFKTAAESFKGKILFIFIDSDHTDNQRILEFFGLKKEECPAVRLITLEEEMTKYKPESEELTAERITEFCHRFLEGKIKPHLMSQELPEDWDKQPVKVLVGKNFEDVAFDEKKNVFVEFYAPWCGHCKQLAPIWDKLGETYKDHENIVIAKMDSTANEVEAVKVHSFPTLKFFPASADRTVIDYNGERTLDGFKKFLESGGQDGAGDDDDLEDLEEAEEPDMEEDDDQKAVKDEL
Cardio protect = modulators protecting cardiomyocytes from myocardial damage | H9c2 cardiomyocytes, H2O2 injury protection, ATPLite, 2 h | AID 588492 | protection from H2O2 cell death, % at 20 µM | 360,000 compounds, 0.63% hits;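 active means compounds giving at least 50% protection of heart cells from peroxide-induced death in the single-dose screen, raw or plate-pattern-corrected value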;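 further: 0% = DMSO wells with peroxide and 100% = DMSO wells without peroxide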
ABCB6 inh 2 = blocks the human ABCB6 transporter; Q9NP58; K562-ABCB6 porphyrin accumulation, flow cytometry, 1 h; active compounds read low; fluorescence ratio to DMSO, % at 10 µM; 360,000 compounds, 0.19% hits; AID 602162;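 active means fluorescence ratio to DMSO below 75%, the collection mean minus 3 SD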;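 further: signal is porphyrin accumulated inside mitochondria; 100% equals median channel fluorescence of DMSO control wells; lower ratio means ABCB6 inhibition with less porphyrin fluorescence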
The depositor's hits bear a star; x = no result given.

smiles,Granule exo inh,ABHD5-PLIN5 inh,N-glyco inh,PDI turbidity,ABCB6 inh 2,MC4R barr agon,CaV13 FRET inh,m5-HT2A agonist,Cardio protect,MC4R antag cAMP
O=C(CSc1ccccc1)Nc1ccccc1N1CCOCC1,1,3,-3,2,89,-0.5,x,4,-4,5
COc1ccc(OC)c(CCNC(=O)c2ccc3c(=O)[nH]c4c(C(=O)NC(C)C)sc(=S)n4c3c2)c1,13,0,3,-6,105,-3.5,-3,3,2,2
O=C(Cc1ccccc1)Nc1ccc(CN2CCOCC2)cc1,-2,-2,-4,-5,93,-1.4,-11,3,6,13
O=C(c1cc(COc2ccc(F)cc2Cl)on1)N1CCN(C2CCCCC2)C(=O)C1,8,10,2,-1,95,2.3,-3,-11,-4,-4
Cc1csc(NC(=O)c2cc([N+](=O)[O-])cc([N+](=O)[O-])c2)n1,-3,4,11,-10,101,2.1,-8,-1,-3,-1
Fc1ccc(NC(=S)Nc2ccccc2Cl)cc1,0,-3,2,-5,104,1.1,-2,3,2,9
Cc1cc(O)cc(=O)n1C,4,-2,0,-2,93,-2.0,-3,1,13,13
Cc1cc(S(=O)(=O)N2CCN(CC(=O)N(C)Cc3ccccc3)CC2)ccc1Br,15,4,-3,9,100,-3.7,-7,-3,-2,3
Cc1ccccc1-n1nnnc1SCC(=O)NCC1(N2CCOCC2)CCCCC1,6,-4,1,3,95,-3.1,-2,-1,0,-8
CCNC(=S)NCC,0,0,2,-2,93,-1.7,-6,-6,4,-2
CCOC(=O)C1CCN(C(=O)Cc2c(C(=O)O)n(CC)c3ccccc23)CC1,2,3,0,-1,94,-0.8,x,4,-1,-1
CN(C)c1ccc(/C=N/NC(=O)CN(c2ccccc2Cl)S(C)(=O)=O)cc1Br,-4,-1,-4,1,96,5.2,x,-1,-11,14
C=C(C)[C@@H]1CC=C(CO)CC1,23,0,1,-14,92,0.9,-5,4,-4,3
COc1cccc(/C=C/C(=O)Nc2ccccc2N2CCOCC2)c1,-4,-1,2,-3,104,-1.6,0,-1,0,4
COc1ccc2[nH]c(C(=O)N(Cc3ccccn3)Cc3ccccn3)cc2c1,0,-5,3,0,99,-1.0,-12,-8,1,1
COC(=O)c1sc2ccccc2c1-n1cccc1C(=O)C(=O)Nc1ccc(Cl)cc1,0,-5,-2,0,108,2.4,x,-1,-17,0
CCOC(=O)C(=O)Nc1ccc(Oc2ccccc2)cc1,0,0,2,9,104,2.7,-7,0,1,25
Cc1ccc(NCN2C(=O)c3ccccc3C2=O)cc1Cl,-7,-8,-1,-2,99,0.6,-6,4,0,-1
N/C(CSc1ccccn1)=N\OCc1c(Cl)cccc1Cl,0,1,-1,3,98,-1.3,-17,11,1,2
COc1cc(C(=O)NCCNc2nc3ccc(C)cc3cc2C#N)cc(OC)c1OC,-2,1,5,10,107,-1.3,2,8,14,7
O=C(/C=C/c1cccs1)Nc1nccs1,1,-1,-7,1,90,-2.2,-19,-3,-17,-14
Cc1ccc(S(=O)(=O)N(C)Cc2ccc(C(=O)N/N=C3\CC(=O)CC(C)(C)C3)cc2)cc1,16,2,2,-5,102,-4.6,-3,-1,0,10
CN(C)C(CNC(=O)c1ccc2nc[nH]c2c1)c1ccccc1 (centres undefined),0,3,0,0,102,-1.7,-6,2,4,15
C=CCNC(=S)N1CCC(C(=O)c2ccc(Cl)cc2)CC1,0,-6,-1,-1,101,0.7,-1,1,1,12
COc1ccc(C(=O)N2CCN(c3ccc(C)cc3C)CC2)cc1OC,-2,0,-2,x,101,-0.1,-2,-4,-15,8
COc1cc(NC(=O)COC(=O)c2cnc(C)cn2)c(C)cc1[N+](=O)[O-],3,5,2,0,100,-2.2,-19,-1,-1,4
c1ccc(CC2CCN(C(c3cccs3)c3nnnn3C3CCCC3)CC2)cc1 (centres undefined),-5,-4,-8,-3,91,-2.8,-12,-1,-15,10
CCN(CC)S(=O)(=O)c1ccc(Cl)c(NC(=O)c2cc(Cl)ccc2Cl)c1,1,6,-5,-8,97,-0.1,-18,-1,1,22
Cc1c(NC(=O)c2cc3c(s2)-c2ccccc2OC3)cccc1[N+](=O)[O-],20,-3,-3,5,98,1.8,-3,-11,9,8
CC(=O)N1CCN(S(=O)(=O)c2cccc(C(=O)OCC(=O)N(CCC#N)c3ccc(F)cc3)c2)CC1,2,-10,1,4,103,-0.4,-6,4,1,3
Cc1ccc(C(c2nnnn2CS(=O)(=O)c2ccc(C)cc2)N2CCN(c3ncccn3)CC2)cc1 (centres undefined),-1,1,-5,-1,99,-0.7,-6,4,-3,-2
CN(C)/C=C/C(=C\C(=O)C(F)(F)F)Nc1ccc(C(F)(F)F)cc1,5,2,-1,0,91,-4.7,-4,1,-6,-4
CNC(=O)c1[nH]cnc1C(=O)Nc1ccccc1OC,-3,6,12,6,113,-2.1,-6,-1,15,4
c1ccc(CN2CCN(CCOCCOc3ccc4c(c3)CCC4)CC2)cc1,11,9,0,-7,82,4.9,-2,-6,-4,2
COc1ccc(NC(C)=O)cc1NC(=O)CSc1nnc(-c2ccncc2)n1C,1,-4,0,1,96,2.8,-4,-1,4,0
COc1ccc(Br)c(C(=O)OCC(=O)NC(=O)NC2CCCC2)c1,3,-3,3,16,98,3.5,-5,-1,-6,2
Cc1cccc(C(=O)NC(=S)NNC(=O)COc2c(C)cccc2C)c1,-10,17,-1,-8,99,0.8,-5,0,-8,-8
COc1ccc(-c2cc(=O)n(-c3ccc([N+](=O)[O-])cc3)[nH]2)cc1,4,-9,-2,6,84,-2.1,-5,1,-15,7
CCC1CCCCN1CC(O)COCc1cccc(OC)c1 (centres undefined),-8,2,1,12,85,-0.8,-3,2,1,1
COC(=O)[C@]12CCCCC=C1N(Cc1ccc3c(c1)OCO3)C(=O)[C@H](CC(=O)NCc1cccs1)C2,1,9,x,x,x,x,-9,7,x,x
COc1cc(NC(=O)[C@H]2O[C@@H](n3cnc4c(N)ncnc43)[C@H](O)[C@@H]2O)cc(OC)c1OC,3,6,-2,x,98,x,-6,3,0,x
Cc1cnc(C(=O)OCC(=O)Nc2cccc3ccccc23)cn1,0,3,0,0,95,-2.1,-3,4,10,4
CN(C)Cc1csc(NC(=O)Nc2cccc(Cl)c2)n1,-3,15,-1,7,99,0.8,-6,-3,7,2
S=C(Nc1ccccc1)N1CCC(Cc2ccccc2)CC1,14,-7,-1,0,97,1.7,-1,9,-9,2
O=C(NC1CCCCC1)c1ccc2[nH]c(=O)c(=O)[nH]c2c1,1,-3,2,-12,100,-2.6,-3,1,3,1
CCOc1ccccc1CNC(=O)Cn1ccc2cc(S(=O)(=O)N3CCCCCC3)ccc21,2,3,-4,-2,93,-1.6,-2,0,-13,3
Cc1ccccc1NC(=O)CCc1nnc2ccc(N3CCC4(CC3)OCCO4)nn12,-6,2,2,-1,101,-1.9,-6,1,-2,7
NCCCC[C@H]1CN=C(N)N1CCCCC1CCCCC1,-4,5,1,0,100,1.5,-8,7,8,4
Nc1ccc(-c2c3ccccc3nc3ccccc23)cc1,-7,9,-2,2,102,-0.9,-2,-3,2,7
O=c1cc(O)c2c(=O)n(C3CCCCC3)c3ccccc3c2o1,2,8,1,-5,106,0.3,-3,3,-8,22
COc1ccc(/C=N/NC(=O)CCc2n[nH]c(=O)[nH]c2=O)cc1OC,-1,2,-4,0,103,-1.1,-6,2,-1,0
CCOC(=O)c1sc(=S)n(-c2ccccc2)c1N(C(C)=O)C(C)=O,0,1,3,6,99,1.1,-5,9,20,22
COc1ccc(-n2nc(C(=O)NCC(=O)Nc3cc(OC)c(OC)c(OC)c3)c3ccccc3c2=O)cc1,9,10,1,-1,101,-2.7,-20,8,29,9
Cc1ccc(C)c(NC(=O)C2CCCN2/C=C/C(=O)C(F)(F)F)c1 (centres undefined),-4,-3,2,-5,101,-3.0,-6,-1,5,2
O=C(Nc1ccc2c(c1)OCCO2)C(c1ccc(F)cc1)N1CCCCC1 (centres undefined),0,2,-2,-3,102,0.6,-4,-2,-10,1
Cc1ccc(/C=N/NC(=O)c2ccc(-n3cccc3)cc2)o1,-3,-1,0,4,93,-3.2,-5,-9,6,-4
Cc1ccc(C(C)C)c(OCCOCCN2CCNCC2)c1,-6,0,-2,-1,99,0.1,-6,-8,-1,-3
COc1cccc(Oc2nc(-c3ccccc3O)nc3ccccc23)c1,-13,6,2,-6,99,-0.3,-3,1,-6,3
O=C(CSc1ccc(-c2cccnc2)nn1)Nc1ccccc1C(F)(F)F,3,-5,0,4,89,-1.1,-7,1,8,6
COc1ccc(NC(=O)CCS(=O)(=O)c2ccc3c(c2)oc(=O)n3C)cc1OC,-1,4,1,5,103,-2.9,-4,1,7,-1

Next section.
smiles,Granule exo inh,ABHD5-PLIN5 inh,N-glyco inh,PDI turbidity,ABCB6 inh 2,MC4R barr agon,CaV13 FRET inh,m5-HT2A agonist,Cardio protect,MC4R antag cAMP
Cc1ccccc1N1C(=O)C(Cc2ccc(F)cc2)S/C1=C(\C#N)C(N)=O (centres undefined),-3,2,-4,5,97,-1.1,-22,-4,7,14
O=C1CCC([N+](=O)[O-])C(c2ccccc2Cl)N1 (centres undefined),2,3,2,-7,93,-0.5,-2,1,1,2
CSc1ncnc2c1ncn2CCCNCCCc1ccccc1,-2,1,1,-13,95,0.0,-9,-1,-8,5
COc1cc(C(=O)NCc2cn3ccccc3n2)cc(OC)c1OC,8,8,3,-9,93,0.8,-8,6,32,-7
COc1ccc(S(=O)(=O)Nc2ccc3c(c2)C(=O)N([C@H](C)CO)C[C@H](C)[C@@H](CN(C)S(=O)(=O)c2ccc(OC)cc2)O3)cc1,6,5,-1,-12,98,0.2,-6,5,3,8
CSc1ccc(/C=C/C(=O)OCC(=O)NCC2CCCO2)cc1 (centres undefined),18,-3,2,1,91,-2.0,-6,-1,-8,-4
COc1ccccc1NC(=O)C(C)NC(c1ccccc1)c1ccccc1 (centres undefined),4,-3,-1,-2,99,-5.1,-4,7,2,5
CCSc1nnc(NC(=O)C2CCN(C(=O)c3ccc(F)cc3)CC2)s1,1,-8,0,2,96,-3.1,-6,-2,-4,8
COC(CNC(=O)c1ccc2c(c1)ncn2-c1ccc(F)cc1F)OC,3,-5,1,2,103,-2.6,-3,1,2,3
C(=C\c1ccccc1)/C=N/N1CCN(c2ccccn2)CC1,-7,-2,9,-3,92,-2.2,-2,-5,-1,2
C/C=C/c1ccc(OCC(=O)Nc2ccc(OC)c(OC)c2)c(OC)c1,-3,-6,3,0,98,0.0,3,-10,-23,0
